GLS inhibitor: blocks human kidney-isoform glutaminase activity; O94925; GLS enzymatic activity, qHTS titration; Potency, µM (doses to about 45.5 µM), for the others: at the top dose activity change, negative = inhibition, usual class: inhibitors; 410,000 compounds, 0.21% hits; AID 624170; further: potency means the concentration at half of the fitted maximal effect; on the % scale 0 is the no-effect control and ±100 the full control effect
Target sequence (O94925 whole entry, looked up, canonical isoform): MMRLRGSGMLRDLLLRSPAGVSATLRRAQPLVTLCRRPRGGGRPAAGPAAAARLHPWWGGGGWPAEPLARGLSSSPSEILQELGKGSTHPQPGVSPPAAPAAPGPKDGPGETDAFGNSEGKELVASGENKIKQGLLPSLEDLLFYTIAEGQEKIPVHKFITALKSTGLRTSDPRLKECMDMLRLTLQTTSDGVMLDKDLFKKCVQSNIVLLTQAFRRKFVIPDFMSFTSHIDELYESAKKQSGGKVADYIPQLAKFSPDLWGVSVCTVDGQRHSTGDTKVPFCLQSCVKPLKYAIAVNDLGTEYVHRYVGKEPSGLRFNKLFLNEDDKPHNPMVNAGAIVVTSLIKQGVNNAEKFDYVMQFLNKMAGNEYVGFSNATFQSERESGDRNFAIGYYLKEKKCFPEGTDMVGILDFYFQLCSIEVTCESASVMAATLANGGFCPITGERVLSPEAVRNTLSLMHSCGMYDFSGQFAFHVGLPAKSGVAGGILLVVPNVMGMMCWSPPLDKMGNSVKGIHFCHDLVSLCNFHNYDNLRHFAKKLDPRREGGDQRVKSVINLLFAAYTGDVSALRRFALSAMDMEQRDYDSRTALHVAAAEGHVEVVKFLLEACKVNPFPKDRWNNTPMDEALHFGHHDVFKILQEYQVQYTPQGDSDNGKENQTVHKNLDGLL
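hKGA in 45 mM KH2PO4 pH 8.2, 0.02% Tween-20 with pin-transferred compounds; 1 mM L-glutamine (stock) plus glutamate oxidase/HRP/Amplex Red coupling added. Fluorescence read initially and after 30 min at RT.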
TrxR1 inh: blocks rat thioredoxin reductase 1; Potency, µM (series often up to 114 µM), without a hit: top-dose activity change, negative = inhibition, most hits filed as inhibitors; 390,000 compounds, 1% hits; AID 588453; O89049; recombinant rTrxR1, NADPH fluorescence consumption, selenite substrate; further: potency means the concentration at half of the fitted maximal effect; on the % scale 0 is the no-effect control and ±100 the full control effect; nearly all actives have a fitted effect of over 65% in size
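Rat TrxR1 (90 nM in the dispensed reagent) was pre-reduced with 400 uM NADPH for 5 min at room temperature, then incubated with compound for 15 min. After 400 uM selenite was added, NADPH fluorescence (Ex 340/Em 450 nm) was followed for 8 min.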
USP1 inh: blocks the human USP1/UAF1 deubiquitinase complex; O94782; recombinant USP1/UAF1, Ub-Rhodamine cleavage fluorescence; Potency, µM (highest dose often 57.1 µM), without a hit: at the highest dose activity change, negative = inhibition, actives largely listed as inhibitors; 390,000 compounds, 0.23% hits; further: potency means the concentration at half of the fitted maximal effect; on the % scale 0 is the no-effect control and ±100 the full control effect; nearly all actives have a fitted effect of over 60% in size; inactives centre near -12
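Step one: compound is pinned into 1nM USP1/UAF1 in HEPES pH 7.8 buffer with TCEP. Step two: 15 min room-temperature incubation. Step three: Ub-Rho (150nM final) starts cleavage, tracked by fluorescence over six one-minute reads.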
Tb PGK inh: inhibitors of T. brucei phosphoglycerate kinase; PGK/GAPDH coupled, Kinase-Glo luminescence, 60 min; 380,000 compounds, 0.043% hits; P07378; AID 602233; Potency, µM (titrated, usually from 57.5 µM), for inactives: top-dose activity change, negative = inhibition, hits mostly inhibitors; further: potency means the concentration at half of the fitted maximal effect; on the % scale 0 is the no-effect control and ±100 the full control effect; nearly all actives have a fitted effect of over 60% in size
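Luminescent ATP detection (Kinase-Glo Plus) follows a 60-minute room-temperature incubation, with wells lacking PGK as controls. Buffer: 100 mM TEA (pH 7.6), 5 mM MgCl2, 0.01% Tween-20. Coupling enzyme GAPDH (100 nM final) supplies unstable 1,3-BPG in-well.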
HP1b binding inh: blocks HP1-beta chromodomain binding to methylated histone tails; P83916; AlphaScreen HP1-beta / biotin-H3K9me3 peptide binding; Potency, µM (highest dose often 114 µM), inactives show at the top dose activity change, negative = inhibition, usual class: inhibitors; 390,000 compounds, 0.56% hits; AID 540317; further: potency means the concentration at half of the fitted maximal effect; nearly all actives have a fitted effect of over 70% in size; inactives centre near 23
Target sequence (P83916 whole entry, looked up): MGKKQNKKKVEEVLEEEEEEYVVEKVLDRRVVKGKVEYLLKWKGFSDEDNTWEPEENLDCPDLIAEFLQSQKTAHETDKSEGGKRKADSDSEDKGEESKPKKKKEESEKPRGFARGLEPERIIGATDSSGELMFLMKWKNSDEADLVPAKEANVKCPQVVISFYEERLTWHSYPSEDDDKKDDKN
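AlphaScreen: HP1-beta (50 nM) preformed 30 min with biotin-H3(1-18)K9me3 peptide (50 nM) in PBS pH 7.4, 0.01% Tween-20. Compound added for 30 min at RT, then streptavidin donor/nickel chelate acceptor beads (10 ug/mL) for 30 min.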
PI4K2A block: inhibitors of human PI4K2A | activity change, negative = inhibition, % at 76.9 µM | purified PI4K2A, ADP-Glo luminescence, 1 h; stronger effect = lower value | 420,000 compounds, 0.13% hits | AID 1346378 | Q9BTU6; in the data active means activity change below about -50%; inconclusive means mostly about -30% to -49%;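 further: -100% = wells without enzyme as full effect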
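In this quantitative HTS, ADP production by PI4K2A was quantified luminescently after 1 h at ambient temperature; 100 microM adenosine served as plate-quality control.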
TrxR1 substrate: is turned over as a substrate by rat TrxR1; O89049; purified TrxR1 substrate turnover, NADPH consumption readout; Potency, µM (titrated, usually from 114 µM), for inactives: top-dose activity change, negative = substrate turnover; 390,000 compounds, 0.01% hits; AID 588456; further: potency means the concentration at half of the fitted maximal effect; on the % scale 0 is the no-effect control and ±100 the full control effect; nearly all actives have a fitted effect of over 50% in size
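Rat TrxR1, dispensed at 90 nM, was prereduced with 400 uM NADPH (final) for 5 min at ~22 deg C, then incubated with compound 15 min before 400 uM selenite. A first-read NADPH fluorescence drop versus no-compound background flagged substrates.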
Pin1 inh: human Pin1 inhibition | Pin1 FP peptide displacement, HiFluor488, 10 min | 390,000 compounds, 0.009% hits | AID 504891 | Potency, µM (top dose mostly 115 µM), for the others: at the highest dose activity, negative = inhibition, hits mostly inhibitors; active means well fitted inhibition curve with a large enough effect in the polarisation, with a control signal flat, not every such curve was filed as active; inconclusive means small, poorly fitted or top-dose-only effect, or effect the other way, or a change in a side signal; inactive means no such curve, though single readings can be large or run the other way; the % refers to the polarisation; further: potency means the concentration at half of the fitted maximal effect; on the % scale 0 is the no-effect control and ±100 the full control effect
Target sequence (Q13526 whole entry, looked up): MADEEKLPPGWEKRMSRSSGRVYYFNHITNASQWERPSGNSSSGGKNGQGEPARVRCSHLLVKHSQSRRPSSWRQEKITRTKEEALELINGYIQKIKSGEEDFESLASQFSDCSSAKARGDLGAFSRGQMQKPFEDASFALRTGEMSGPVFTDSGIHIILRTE
mIDH1 inhibitor: blocks human mutant IDH1 R132H enzyme; IDH1-R132H enzyme, NADPH consumption, diaphorase/resazurin fluorescence; Potency, µM (titrated, usually from 76.6 µM), for inactives: at the highest dose activity change, negative = inhibition, most hits filed as inhibitors; 390,000 compounds, 0.093% hits; further: potency means the concentration at half of the fitted maximal effect; on the % scale 0 is the no-effect control and ±100 the full control effect; nearly all actives have a fitted effect of over 65% in size
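IDH1-R132H (0.5 ug/mL dispensed) in pH 7.5 Tris buffer was preincubated 30 min with compound, then given a substrate mix of 0.016 mM NADPH and 2 mM alpha-KG for 80 min at room temperature; remaining NADPH was read by diaphorase/resazurin fluorescence.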
The depositor's hits bear a star; i = inactive; ? = inconclusive; · = no result given; & = joins results of further samples; [ ] = another dose, or the depositor's remark. Unless noted, the call rests on the fitted dose curve; in most records, active means well fitted curve in the direction sought with a large enough effect; inconclusive means small, poorly fitted or top-dose-only effect, or another doubt; inactive means no such curve, though single readings can be large; an effect the other way counts as inactive or inconclusive. A portion of the library; the hit share may differ from the screen's.

SMILES | GLS inhibitor | TrxR1 inh | USP1 inh | Tb PGK inh | HP1b binding inh | PI4K2A block | TrxR1 substrate | Pin1 inh | mIDH1 inhibitor
Nc1c(C(O)(C(F)(F)F)C(F)(F)F)cc(C(O)(C(F)(F)F)C(F)(F)F)c2ccccc12 | 19% | 6% | -21% | i | -1% | -13 | 0% | -7% | 0%
CCCCn1cnc2c(SCc3ccc(Cl)cc3)nc(N)nc21 | -15% | 15% | -24% | 9% | 26% | -6 | -3% | ? | -3%
CCC(C(=O)Nc1cc(C)ccc1C)n1c(=O)c(C(F)(F)F)nc2ccccc21 (stereo unspecified) | -11% | 18%[57.1 µM] | -7% | 7% | 22% | 4 | 2%[57.1 µM] | -3% | -13%
CC(C)NC(=O)c1ccc2c3n(nc2c1)-c1ccccc1CO3 | 2% | 6%[57.1 µM] | -29% | ? | 21% | -63* | 15% | 1% | -1%
Cc1ccc(OCCn2nnc3sc4c(c3c2=O)CCC(C(C)(C)C)C4)cc1 (stereo unspecified) | -3% | -3% | -14% | · | 37% | 2 | -9% | 11% | ·
CCCc1cc(=O)[nH]c(SCC(=O)c2ccc(S(=O)(=O)N3CCCC3)cc2)n1 | 18% | 25%[57.1 µM] | -15% | -3% | -6% | 2 | 26%[57.1 µM] | -4% | 10%
Cn1c(=O)c2c(nc(CN3CCN(C(=O)c4ccco4)CC3)n2CC(N)=O)n(C)c1=O | 1% | -16% | -10% | 5% | 26% | -1 | -8% | -14% | -6%
O=S(=O)(c1ccc2c(c1)oc1ccccc12)N1CCOCC1 | 4% | -11%[57.1 µM] | 0% | 1% | 16% | -4 | 3%[57.1 µM] | ? | 15%
Cc1c(/C=N\NC(=O)c2csc3ccccc23)cnn1C | 11% | -5% | 0% | -3% | 29% | 2 | -4% | -1% | -1%
O=C1CCN(Cc2ccccc2)N1 | 42%[activator] | 35% | -19% | 0% | 33% | -4 | 5% | 9% | 2%
CC(=O)c1c(Nc2cccc(F)c2)oc(C)cc1=O | -2% | -2% | -16% | -8% | -10% | 3 | 7% | ? | 9%
O=C(NCCCn1ccnc1)C1CC(c2cccc(Br)c2)=NO1 (stereo unspecified) | -3% | -6% | -5% | 2% | 25% | 0 | 5% | 0% | 0%
CCCC1(c2ccccc2)NC(=O)N(CC(=O)c2[nH]c(C)c(C(=O)OCC)c2C)C1=O (stereo unspecified) | -10% | 7%[57.1 µM] | -14% | -5% | -7% | -7 | -8%[57.1 µM] | 7% | -3%
CCn1c(SCC(=O)c2ccc(O)c(O)c2)nnc1-c1ccccc1OC | -3% | -11%[57.1 µM] | -11% | ? | ? | -3 | -5% | ? | 3%
COc1ccc(N2CCN(C(=O)C3=NNC(=O)CC3)CC2)cc1 | 33%[activator] | 18% | -9% | -2% | 4% | 0 | -4% | -5% | 5%
CCOC(=O)CC1COCCN1C(=O)c1ccc2oc(Cc3ccccc3)nc2c1 (stereo unspecified) | -16% | 17%[57.1 µM] | -11% | -2% | 43%[activator] | -2 | 6%[57.1 µM] | -9% | 7%
Cn1c(NCCO)nc2c1c(=O)n(Cc1cccc(F)c1)c(=O)n2C | -26% | 19% | ? | 9% | 39% | -14 | 6% | 2% | -15%
Cc1nc(Nc2ccc(Cl)c(Cl)c2)sc1C(/C=C/c1ccc2c(c1)OCO2)=NNc1ccc([N+](=O)[O-])cc1[N+](=O)[O-] | -2% | -20% | -18% | -4% | -2% | -3 | -10% | 12% | 3%
Cc1ccc(-n2nc3c(c2NC(=O)c2ccc(OC(C)C)cc2)CS(=O)C3)cc1 (stereo unspecified) | -3% | 12% | 0% | i | 14% | -4 | 4% | 0% | 4%
Cc1cc(C)n2c(SC(C)C(=O)NC3(C#N)CCCCC3)nnc2n1 (stereo unspecified) | -4% | 15% | -5% | -1% | 17% | 6 | 5% | -7% | 16%
O=C(COc1ccccc1)Nc1cccc(-c2cn3cccnc3n2)c1 | -2%&-13% | ? | -8%&12% | 9%&-3% | 33% | 3&4 | 559%[activator] | 2%&2% | -2%&-8%
Cc1ccccc1COC[C@H](CC(C)C)N1CCN(C(=O)c2cccc(C(F)(F)F)c2)CCC1=O | 2% | -1% | -15% | 0% | 42%[activator] | -3 | -3% | -6% | 7%
CC(=O)c1ccc(NC(=O)c2nc(-c3ccccc3)n(-c3ccc(Cl)cc3)n2)cc1 | 3% | 11% | -7% | 6% | 28% | -1 | -7% | 43%[activator] | 1%
COC(=O)c1cc(OC)c(OC)cc1NC(=S)Nc1cc(Cl)ccc1OC | 0% | -14% | -2% | -9% | -2% | 0 | -4% | 1% | -5%
Cc1cc(C)cc(C(=O)NCC(=O)OCC(=O)c2cc(C)n(CC(F)(F)F)c2C)c1 | -6% | 28% | -20% | i | 56%[activator] | -1 | 8% | 12% | 8%
COc1cc(OC)c(/C=N/NC(=O)c2ccc([N+](=O)[O-])cc2)cc1Br | 7% | 19%[57.1 µM] | -22% | -7% | 10% | 11 | 7%[57.1 µM] | -5% | -8%
COc1cccc2cc(S(=O)(=O)c3ccc(F)c(C)c3)c(=O)oc12 | 0% | 35% | -7% | -6% | 30% | -2 | 6% | -25% | -18%
Fc1ccccc1CNC(=S)Nc1ccc(Cl)cc1 | 7% | ? | -11% | i | 21% | -4 | 2% | -11% | 0%
COc1cccc(C(CC(=O)NCC2CCCO2)NS(=O)(=O)c2ccc(C)cc2)c1OC (stereo unspecified) | 5% | 3%[57.1 µM] | -10% | 5% | -2% | 1 | 5%[57.1 µM] | -15% | -1%
Cc1cc(NC(=O)CCN2C(=O)c3ccccc3C2=O)no1 | 0% | 9% | -17% | i | 33% | 2 | 6% | -2% | 7%
COc1ccc(CN2CCNC(=O)C2CC(=O)N(C)CC2CCOCC2)cc1C (stereo unspecified) | 5% | -36% | -17% | -4% | 29% | -4 | -1% | -4% | 4%
Cc1cc(S(=O)(=O)NCc2ccc3c(c2)OCO3)ccc1F | -6% | 8% | -9% | -2% | 16% | 0 | -4% | 4% | -8%
COc1ccc(S(=O)(=O)N2CCC(C(=O)N[C@H](C(=O)N3CCCCCC3)C(C)C)CC2)cc1 | 0% | 15% | -11% | -2% | 46%[activator] | -4 | 7% | 7% | -6%
O=C(N/N=C/C=C\c1ccco1)c1cccnc1 | -4% | ? | -13% | -8% | 12% | -13 | -11% | ? | 0%
CCOc1ccc(-c2nc(S(=O)(=O)c3ccccc3)c(NCc3cccnc3)o2)cc1 | -5% | 3%[57.1 µM] | -5% | -1% | 5% | 2 | 6% | 3% | 0%
CCOc1cccc(OCCOc2ccc(C(=O)c3ccccc3)cc2)c1 | 0% | 4% | -19% | -8% | 161%[activator] | 2 | -4% | 5% | 0%
C/C(=N\NC(=O)c1ccn(C)n1)c1cccc(NC(=O)c2ccc(C)s2)c1 | 2% | ? | -6% | -8% | 14% | -2 | -11% | 0% | 8%
C=CCOc1ccc(C2/C(=C(\O)c3ccc4c(c3)CC(C)O4)C(=O)C(=O)N2CCN2CCOCC2)cc1OCC (stereo unspecified) | -8% | 1%[57.1 µM] | -18% | i | -13% | 2 | -12%[57.1 µM] | -2% | 0%
CCc1nnc(NS(=O)(=O)c2ccc(Nc3ccc([N+](=O)[O-])c4nonc34)cc2)s1 | -12% | -51% | ? | -26% | ? | -26 | -19%[57.1 µM] | ? | 18%
NS(=O)(=O)c1ccc(N=Nc2c[nH]c(=O)c(O)c2)cc1 | -6% | -23%[57.1 µM] | 28µM* | ? | 50µM* | -62* | 2%[57.1 µM] | ? | 22%
Cc1nnc(NC(=O)C2CCN(c3cnccn3)CC2)s1 | 1% | 33%[activator] | -10% | -4% | 8% | -3 | 18% | -8% | 0%
O=P(OC1CCCCC1)(OC1CCCCC1)C(O)c1c(Cl)cccc1Cl (stereo unspecified) | -8% | 5% | -7% | 4% | 26% | -1 | -3% | 2% | 1%
CC(NC(=O)c1cc(COc2ccc(-n3cncn3)cc2)on1)c1ccc(F)cc1 (stereo unspecified) | -2% | · | 1% | -3% | · | 0 | · | · | -3%
CC(=O)NC(c1cccc([N+](=O)[O-])c1)c1ccc2cccnc2c1O (stereo unspecified) | 27% | 3% | -11% | 1% | 36%[activator] | 3 | -6% | -2% | -16%
COc1cccc(NC(=O)C(NC2CCCC2)c2ccccc2)c1 (stereo unspecified) | 4% | -9% | 1% | -7% | 7% | 4 | -13% | 0% | 7%
COC(=O)[C@@H](Cc1c[nH]c2ccccc12)NC(=O)CNC(=O)c1ccccc1OC | -11% | 10% | -10% | 1% | 11% | 1 | -3% | -8% | 3%

Full records, quoted from the list. Screens in order: GLS inhibitor, TrxR1 inh, USP1 inh, Tb PGK inh, HP1b binding inh, PI4K2A block, TrxR1 substrate, Pin1 inh, mIDH1 inhibitor
Listed for C/C(=N\NC(=O)c1ccn(C)n1)c1cccc(NC(=O)c2ccc(C)s2)c1 → 2%, ?, -6%, -8%, 14%, -2, -11%, 0%, 8%
Listed for O=P(OC1CCCCC1)(OC1CCCCC1)C(O)c1c(Cl)cccc1Cl (stereo unspecified) → -8%, 5%, -7%, 4%, 26%, -1, -3%, 2%, 1%
Listed for Cc1nnc(NC(=O)C2CCN(c3cnccn3)CC2)s1 → 1%, 33%[activator], -10%, -4%, 8%, -3, 18%, -8%, 0%

Bioassay records (PubChem BioAssay)
